Bioassay records (PubChem)
NOD2 inhibition – inhibition of NOD2-driven NF-kB reporter – cell-based, luminescence, uHTS, HEK293 (AID 1566) | inhibition, % at 4 µM; hits with a dose series show EC50 in µM | HEK293 NOD2/NF-kB luciferase reporter, luminescence; higher % means a stronger effect | 290,000 compounds, 0.63% hits; in the data active = inhibition above about 50%; note: many of its hits are not listed in these tables
NOD1 inhibition – NOD1 signaling inhibitors, primary screen, cell-based, luminescence, uHTS (AID 1578); NOD1-driven NF-kB luciferase reporter cells, luminescence; higher % means a stronger effect; inhibition, % at 4 µM, or EC50 in µM where a hit was titrated; 290,000 compounds, 1% hits; in the data active = inhibition mostly above about 36%, no sharp cut-off; inactive = mostly below about 34%;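 note: HEK-293T reporter cells stimulated with the NOD1 agonist gamma-tri-DAP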
Starred values were filed as active, the others as inactive.

For COc1cc2ccccc2cc1C(=O)Nc1ccc(N2CCOCC2)cc1 the results were NOD2 inhibition -9.8% and NOD1 inhibition -4.3%.
Screening COc1ccc(-n2ccc3ccccc32)cc1 returned NOD2 inhibition 18.2% and NOD1 inhibition -0.9%.
For O=C(CSc1nc2ccccc2c(=O)n1Cc1ccco1)Nc1cccc(O)c1 the results were NOD2 inhibition -5.5% and NOD1 inhibition -7.2%.
For COc1ccc(-c2c(C(=O)O)c(C(=O)O)c3n2CCC3)cc1 the results were NOD2 inhibition 1.5% and NOD1 inhibition 0.1%.
`C=CCc1ccccc1OCC(O)CN1CCN(CCO)CC1` (centres undefined) gave NOD2 inhibition 4.6% and NOD1 inhibition -1.9%.
Cc1[nH]c(=O)[nH]c(=O)c1S(=O)(=O)Nc1cccc(C(F)(F)F)c1 was read as NOD2 inhibition 12.6% and NOD1 inhibition 5.2%.
Screening CC(=O)N1CCc2cc(S(=O)(=O)C(C)CC(=O)NCc3ccc(C)o3)ccc21 (centres undefined) returned NOD2 inhibition -8.4% and NOD1 inhibition -3.4%.
For CC(C)(C)NC(=O)C1CC(=O)N(CCc2ccc(F)cc2)C1 (centres undefined) the results were NOD2 inhibition 1.2% and NOD1 inhibition -16.2%.
CC(=O)c1ccc(N(CC(=O)NCCc2ccccc2)C(=O)c2csnn2)cc1 was read as NOD2 inhibition 1.3% and NOD1 inhibition -29.0%.
Screening CCOc1cc(C2NC(=O)c3ccccc3O2)ccc1OC(C)C (centres undefined) returned NOD2 inhibition 7.7% and NOD1 inhibition -3.4%.
CC(=O)Nc1ccc(S(=O)(=O)N2CCC(NC(=O)C(Cc3ccc(C)cc3)NC(C)=O)CC2)cc1 (centres undefined) was read as NOD2 inhibition 4.4% and NOD1 inhibition 7.7%.
COc1ccc(CNC(=O)CN2C(=O)COc3ccc(S(=O)(=O)N4CCCCC4)cc32)cc1 was read as NOD2 inhibition 6.8% and NOD1 inhibition -10.7%.
Cc1ccc(-c2noc(CNC(=O)c3ccoc3C)n2)cc1 was read as NOD2 inhibition -5.0% and NOD1 inhibition -8.8%.
CCSc1nc(O)c(C(c2cccc(OC)c2)c2c(O)nc(SCC)[nH]c2=O)c(=O)[nH]1 was read as NOD2 inhibition 14.2% and NOD1 inhibition 6.5%.
For CC(C)C(NC(=O)c1ccco1)C(=O)NC1CCCCCC1 (centres undefined) the results were NOD2 inhibition -21.6% and NOD1 inhibition -51.4%.

The list goes on (3 carried over from the part before).
Cc1ccc(-c2noc(CNC(=O)c3ccoc3C)n2)cc1 was read as NOD2 inhibition -5.0% and NOD1 inhibition -8.8%.
CCSc1nc(O)c(C(c2cccc(OC)c2)c2c(O)nc(SCC)[nH]c2=O)c(=O)[nH]1 was read as NOD2 inhibition 14.2% and NOD1 inhibition 6.5%.
For CC(C)C(NC(=O)c1ccco1)C(=O)NC1CCCCCC1 (centres undefined) the results were NOD2 inhibition -21.6% and NOD1 inhibition -51.4%.
Screening CC1CC(C)CN(S(=O)(=O)c2ccc(C(=O)N3CCOCC3)cc2)C1 (centres undefined) returned NOD2 inhibition 9.0% and NOD1 inhibition -7.0%.
Screening Cc1ccc(OCc2cc(C(=O)N(CCO)Cc3cccs3)no2)cc1C returned NOD2 inhibition -22.7% and NOD1 inhibition -61.3%.
For COCCNC(=O)CN1N=C(c2ccc(C)cc2)CCC1=O the results were NOD2 inhibition 15.1% and NOD1 inhibition -4.5%.
For O=C(Nc1ccon1)Nc1ccc(F)cc1F the results were NOD2 inhibition -4.1% and NOD1 inhibition -40.2%.
For Cc1nc(N)sc1-c1csc(Nc2cccc(O)c2)n1 the results were NOD2 inhibition -55.3% and NOD1 inhibition -17.2%.
For CCOC(=O)/C=C/C(=O)Nc1ccc(S(=O)(=O)Nc2cc(C)on2)cc1 the results were NOD2 inhibition 12.3% and NOD1 inhibition 31.2%.
For CCc1ccccc1NC(=O)CCS(=O)(=O)c1ccc2c(c1)CCCN2C(C)=O the results were NOD2 inhibition 10.2% and NOD1 inhibition 14.2%.
For CC(C)c1nnc(NC(=O)CCC(=O)N2CCN(c3ccc(F)cc3)CC2)s1 the results were NOD2 inhibition 18.5% and NOD1 inhibition -1.5%.
Screening O=C(c1ccc(Cl)cc1)N(Cc1ccco1)C1CCS(=O)(=O)C1 (centres undefined) returned NOD2 inhibition 1.5% and NOD1 inhibition -25.7%.
`COc1ccccc1C(=O)NCc1nnc(SCC(=O)Nc2nccs2)n1C` gave NOD2 inhibition -1.4% and NOD1 inhibition -20.2%.
Screening COc1ccc(-c2ccc(CNCc3ccccn3)o2)cc1Cl returned NOD2 inhibition -18.8% and NOD1 inhibition -32.4%.
`CCc1nc2ccc(C(=O)N3CCN(c4ccc(Cl)cc4)CC3)cc2nc1CC` gave NOD2 inhibition 15.1% and NOD1 inhibition -0.4%.
Screening Cc1ccn(CC(=O)NC2CC(C)(C)Cc3c2cnn3-c2ccc(F)cc2)n1 (centres undefined) returned NOD2 inhibition 5.8% and NOD1 inhibition -40.4%.
`O=C(CSc1nnc(-c2cccc(F)c2)o1)NC1CCCC1` gave NOD2 inhibition -4.1% and NOD1 inhibition -8.7%.
`S=C(NCCCc1ccccc1)Nc1ccccc1` gave NOD2 inhibition -12.7% and NOD1 inhibition 2.3%.
`COc1ccc(C(CCN)c2ccc3c(c2)OCO3)cc1` (centres undefined) gave NOD2 inhibition -4.2% and NOD1 inhibition -0.3%.
`Cc1cc(C)c(NC(=O)c2cc(S(=O)(=O)N3CCOCC3)ccc2F)c(C)c1` gave NOD2 inhibition 23.2% and NOD1 inhibition -11.4%.
Screening CSCC[C@H](NC(=O)c1ccc(Br)o1)c1nnc2ccccn12 returned NOD2 inhibition 19.1% and NOD1 inhibition -41.2%.
Screening CCc1ccc(C(O)(C(C)C)C(CN2CCOCC2)c2ccccc2)cc1 (centres undefined) returned NOD2 inhibition 0.6% and NOD1 inhibition -0.2%.
CCCn1cc(S(=O)(=O)c2ccccc2)c(=O)c2cc(OC)c(OC)cc21 was read as NOD2 inhibition 8.3% and NOD1 inhibition -17.0%.
Screening O=C(O)c1ccccc1C(=O)Nc1cc(C(F)(F)F)ccc1N1CCCC1 returned NOD2 inhibition 11.1% and NOD1 inhibition -8.9%.
Screening O=C(CSc1nnc(CNC(=O)c2c(F)cccc2F)o1)NCC1CCCO1 (centres undefined) returned NOD2 inhibition -1.7% and NOD1 inhibition -21.8%.
Screening CCOc1ccc(NC(=O)COC(=O)COc2cccc3c2OC(C)(C)C3)cc1 returned NOD2 inhibition -8.1% and NOD1 inhibition -43.5%.
COc1ccccc1NC(=O)C/C(C)=N/NC(=O)c1ccccn1 was read as NOD2 inhibition -8.7% and NOD1 inhibition -9.6%.
`O=S(=O)(NCc1ccccn1)c1ccc2ccccc2c1` gave NOD2 inhibition 4.5% and NOD1 inhibition 2.9%.
Screening O=C1c2ccccc2CN1c1ccccc1 returned NOD2 inhibition -29.5% and NOD1 inhibition -55.7%.
Screening CCc1ccc(NC(=O)CSc2nnnn2C)cc1 returned NOD2 inhibition -2.9% and NOD1 inhibition -26.7%.
Cc1cccc(OCC(=O)N(Cc2ccco2)C2CCS(=O)(=O)C2)c1 (centres undefined) was read as NOD2 inhibition 11.8% and NOD1 inhibition 5.0%.
`O=S(O)OC1CS(=O)(=O)CC1c1ccccc1` (centres undefined) gave NOD2 inhibition -6.3% and NOD1 inhibition -2.3%.
`CC1CCN(C(=O)CCN2C(=O)/C(=C/c3cccs3)SC2=S)CC1` gave NOD2 inhibition -6.1% and NOD1 inhibition -6.2%.
`CCCc1ccc(OCCNC(=O)c2ccccc2Br)cc1` gave NOD2 inhibition -8.1% and NOD1 inhibition 19.0%.
Screening CCn1cc(S(=O)(=O)Nc2ccc(C)c(Cl)c2)cn1 returned NOD2 inhibition 18.5% and NOD1 inhibition -33.4%.
For CN(Cc1ccccc1C#N)S(=O)(=O)c1cccs1 the results were NOD2 inhibition 1.3% and NOD1 inhibition -24.5%.
Screening Cc1cc(NC(=O)C(C)SCC(=O)OCc2c(Cl)cccc2Cl)no1 (centres undefined) returned NOD2 inhibition -4.4% and NOD1 inhibition -38.4%.
`O=C(NC1CCCc2ccccc21)c1ccc([N+](=O)[O-])cc1` (centres undefined) gave NOD2 inhibition 1.7% and NOD1 inhibition -34.0%.
C/C(=N\NC(=O)C(c1ccccc1)c1ccccc1)c1ccc(O)cc1 was read as NOD2 inhibition -6.0% and NOD1 inhibition -5.8%.
For Cc1ccc(CNC(=O)C2CCN(C(=O)c3cccc(Cl)c3)CC2)cc1 the results were NOD2 inhibition 15.9% and NOD1 inhibition -12.3%.
Screening Cc1c(C#N)c(O)[nH]c(=O)c1N=Nc1ccc(Cl)c(C(=O)O)c1 returned NOD2 inhibition -1.0% and NOD1 inhibition 0.3%.
COc1cccc(C(=O)NNC(=O)C(=O)Nc2ccc(C)c(Cl)c2)c1 was read as NOD2 inhibition 78.2%* and NOD1 inhibition -29.2%.
`Cc1ccc(S(=O)(=O)N[C@@H](Cc2ccccc2)C(=O)N2CCC(C(=O)N[C@@H](CC(C)C)C(=O)O)CC2)cc1` gave NOD2 inhibition 9.1% and NOD1 inhibition -7.3%.
For COc1cccc(Oc2cn[nH]c2-c2ccc(OCC(=O)NN)cc2O)c1 the results were NOD2 inhibition -14.6% and NOD1 inhibition -6.1%.
`COc1ccc(OC(=O)c2cc3cc(Cl)ccc3oc2=O)cc1` gave NOD2 inhibition -3.3% and NOD1 inhibition -12.2%.
Screening C=CCOn1c(=O)c(-c2ccc(F)cc2)[n+]([O-])c2ccccc21 returned NOD2 inhibition 8.9% and NOD1 inhibition 3.1%.
For CCN(CC)c1ccc(NC(=O)CCNS(=O)(=O)c2ccc3c(c2)CCC(=O)N3)c(C)c1 the results were NOD2 inhibition 8.3% and NOD1 inhibition -15.3%.
For CCOC(=O)[C@@H]1[C@H]2COc3ccc(Br)cc3[C@@H]2N2C(=O)N(c3ccc(Br)cc3)C(=O)[C@]12C the results were NOD2 inhibition 1.9% and NOD1 inhibition -10.9%.
NC(=O)C1CCN(C(=O)COc2ccc3c4c(c(=O)oc3c2)CCCC4)CC1 was read as NOD2 inhibition 10.2% and NOD1 inhibition 33.6%.
For CCOc1ccccc1NC(=S)NC(=O)C1CCCCC1 the results were NOD2 inhibition -5.3% and NOD1 inhibition -8.0%.
For CCOC(=O)Cc1csc(NC(=O)CCc2ccccc2)n1 the results were NOD2 inhibition -0.8% and NOD1 inhibition -21.6%.
COc1ccc(N(CC(=O)NCc2ccc(F)cc2)C(=O)CCC(=O)Nc2ccccn2)cc1 was read as NOD2 inhibition -17.8% and NOD1 inhibition 1.3%.
Screening CC(=O)Nc1cccc(C(=O)N(Cc2ccccc2)Cc2ccccc2)c1 returned NOD2 inhibition 9.9% and NOD1 inhibition 27.9%.
CCCn1c(C(C)Nc2nc(-c3ccc(Cl)c([N+](=O)[O-])c3)cs2)nc2ccccc21 (centres undefined) was read as NOD2 inhibition -3.3% and NOD1 inhibition -18.2%.
For CCN(Cc1ccncc1)Cc1ccc(Br)cc1 the results were NOD2 inhibition 3.7% and NOD1 inhibition -23.5%.
Screening O=[N+]([O-])c1ccc(N2CCN(S(=O)(=O)c3cnc[nH]3)CC2)cc1 returned NOD2 inhibition 18.5% and NOD1 inhibition -19.5%.
Cc1ccc(CN2[C@@H](c3ccccc3)COCCS2(=O)=O)cc1 was read as NOD2 inhibition 2.0% and NOD1 inhibition 12.4%.
`Cc1ccc(NC(=O)c2ccc3c(c2)CCN3S(C)(=O)=O)c(C)c1` gave NOD2 inhibition -5.8% and NOD1 inhibition -43.8%.

Among those listed so far, 11 contain fluorine.
Cc1[nH]c(=O)[nH]c(=O)c1S(=O)(=O)Nc1cccc(C(F)(F)F)c1 was read as NOD2 inhibition 12.6% and NOD1 inhibition 5.2%.
For CC(C)(C)NC(=O)C1CC(=O)N(CCc2ccc(F)cc2)C1 (centres undefined) the results were NOD2 inhibition 1.2% and NOD1 inhibition -16.2%.
For O=C(Nc1ccon1)Nc1ccc(F)cc1F the results were NOD2 inhibition -4.1% and NOD1 inhibition -40.2%.
For CC(C)c1nnc(NC(=O)CCC(=O)N2CCN(c3ccc(F)cc3)CC2)s1 the results were NOD2 inhibition 18.5% and NOD1 inhibition -1.5%.
Screening Cc1ccn(CC(=O)NC2CC(C)(C)Cc3c2cnn3-c2ccc(F)cc2)n1 (centres undefined) returned NOD2 inhibition 5.8% and NOD1 inhibition -40.4%.
`O=C(CSc1nnc(-c2cccc(F)c2)o1)NC1CCCC1` gave NOD2 inhibition -4.1% and NOD1 inhibition -8.7%.
`Cc1cc(C)c(NC(=O)c2cc(S(=O)(=O)N3CCOCC3)ccc2F)c(C)c1` gave NOD2 inhibition 23.2% and NOD1 inhibition -11.4%.
Screening O=C(O)c1ccccc1C(=O)Nc1cc(C(F)(F)F)ccc1N1CCCC1 returned NOD2 inhibition 11.1% and NOD1 inhibition -8.9%.
Screening O=C(CSc1nnc(CNC(=O)c2c(F)cccc2F)o1)NCC1CCCO1 (centres undefined) returned NOD2 inhibition -1.7% and NOD1 inhibition -21.8%.
Screening C=CCOn1c(=O)c(-c2ccc(F)cc2)[n+]([O-])c2ccccc21 returned NOD2 inhibition 8.9% and NOD1 inhibition 3.1%.
COc1ccc(N(CC(=O)NCc2ccc(F)cc2)C(=O)CCC(=O)Nc2ccccn2)cc1 was read as NOD2 inhibition -17.8% and NOD1 inhibition 1.3%.

Some of the compounds tested, so the mix of outcomes need not match the whole.
